Screening results (PubChem BioAssay)
KOR beta-arrestin-1: kappa opioid receptor activators – cell-based, luminescence, uHTS, primary screen (AID 1777); KOR beta-arrestin recruitment, luminescence; higher % means a stronger effect; activation, % at 10 µM, or EC50 in µM where a hit was titrated; hit rate 0.02% among 280,000; in the data active = activation above about 50%, passing the limit was not always enough; note: a part of the inactive calls stands beside numbers as strong as those of hits
GPR35 antagonists: inhibition of zaprinast-stimulated GPR35 beta-arrestin translocation – imaging, U2OS, beta-arrestin-GFP, zaprinast agonist, primary screen (AID 2058); U2OS GPR35 beta-arrestin-GFP translocation imaging, zaprinast antagonism; higher % means a stronger effect; hit rate 0.052% among 290,000; inhibition, % at 10 µM, or IC50 in µM where a hit was titrated;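 active = inhibition of at least 50% with at least 30 cells and total cytoplasm GFP at most 10,000,000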
NOD2 inhibition: inhibition of NOD2-driven NF-kB reporter – cell-based, luminescence, uHTS, HEK293 (AID 1566); one-dose inhibition, % at 4 µM; EC50 in µM for titrated hits; HEK293 NOD2/NF-kB luciferase reporter, luminescence; higher % means a stronger effect; hit rate 0.63% among 290,000; note: many of its hits are not listed in these tables
HIV fusion peptide: inhibitors of HIV fusion peptide binding, primary screen, biochemical, uHTS, fluorescence dequenching (AID 1986); cell-free peptide binding, fluorescence dequenching, 30 min; higher % means a stronger effect; one-dose inhibition, % at 20 µM; IC50 in µM for titrated hits; hit rate 0.3% among 290,000; in the data active = inhibition mostly above about 52%, no sharp cut-off; inactive = mostly below about 76%; note: some results filed as inactive read as strong as hits
GPR55 beta-arrestin: selective activators of receptor GPR55 – imaging, U2OS cells, beta-arrestin-GFP redistribution, primary screen (AID 1961); U2OS GPR55 beta-arrestin-GFP redistribution imaging; higher % means a stronger effect; one-dose activation, % at 10 µM; EC50 in µM for titrated hits; hit rate 0.048% among 290,000;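 active = activation above 40% with more than 50 cells counted in the well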;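 note: U2OS osteosarcoma cells stably expressing GPR55 and beta-arrestin-GFP; plate controls were DMSO negative control for no effect and LPI positive control for full effect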
NOD1 inhibition: inhibition of NOD1-driven NF-kB reporter – cell-based, luminescence, uHTS, primary screen (AID 1578). NOD1-driven NF-kB luciferase reporter cells, luminescence; higher % means a stronger effect. hit rate 1% among 290,000. inhibition, % at 4 µM, or EC50 in µM where a hit was titrated; in the data active = inhibition mostly above about 36%, no sharp cut-off; inactive = mostly below about 34%;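 note: HEK-293T reporter cells stimulated with the NOD1 agonist gamma-tri-DAP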
Myeloid diff MLP: myeloid differentiation induction; ER-HoxA9 myeloid progenitors, lysozyme-GFP differentiation, flow cytometry; calls only at 10 µM; hit rate 1% among 360,000; AID 624256;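 active = normalized GFP-positive differentiation at or above the plate's own cutoff, the solvent-only control mean plus 3 SD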;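 note: cells exposed to compound for four days before flow analysis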
GPR55 antagonists: inhibition of LPI-stimulated GPR55 beta-arrestin translocation – imaging, U2OS, beta-arrestin-GFP, LPI agonist, primary screen (AID 2013); inhibition, % at 10 µM, or IC50 in µM where a hit was titrated; U2OS GPR55 beta-arrestin-GFP translocation imaging, LPI antagonism; higher % means a stronger effect; hit rate 0.13% among 290,000;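 active = spots per cell inhibited over 60%, with over 100 cells counted and total cytoplasm intensity under 500,000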;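 note: U2OS cells stably carrying GPR55 and arrestin-GFP stimulated by 5 µM LPI near EC80; imaged beta-arrestin-GFP aggregate spots per cell after agonist stimulation; plate controls were LPI-stimulated DMSO wells for no effect and DMSO wells without LPI for full effect; some results filed as inactive read as strong as hits; confirmed hits need IC50 under 10 µM and bright autofluorescent wells are also inconclusive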
KOR beta-arrestin-2: kappa opioid receptor blockers – cell-based, luminescence, uHTS (AID 1778). inhibition, % at 10 µM; hits with a dose series show IC50 in µM. hit rate 0.091% among 290,000. KOR beta-arrestin recruitment, luminescence, antagonist mode; higher % means a stronger effect; note: strong numbers were not always called active
Myeloid diff MLP GFP+ MAC1+ %: further read-out of Myeloid diff MLP, marked with its call; GFP+ MAC1+ double positive, %; measured here: differentiation confirmed by MAC1 staining
Active calls of the source: *; i = inactive; . = no result given; + = active, no number; [ ] = another dose, or the depositor's remark. Cut-off read from the data, not from the text of the source, unless noted: active = inhibition above about 50%; inactive = the rest. Not all compounds are listed; count on the stated rates, not on these rows.

no.	Molecule	KOR beta-arrestin-1	GPR35 antagonists	NOD2 inhibition	HIV fusion peptide	GPR55 beta-arrestin	NOD1 inhibition	Myeloid diff MLP	Myeloid diff MLP GFP+ MAC1+ %	GPR55 antagonists	KOR beta-arrestin-2
1	COc1ccc(OCc2nn[nH]n2)cc1	-0.6%	0%	-1%	0.8%	-0.1%	-27%	i	0.2	-1%	-29%[20 µM]
2	Cc1ccc(Cn2c(C(C)Nc3nc(-c4ccc(C)cc4)cs3)nc3cc(Cl)c(Cl)cc32)cc1 (centres undefined)	-3.9%	15%	-8%	2.3%	0.4%	-7%	i	0.9	6%	-16%[20 µM]
3	CC(C)c1cccc(C(C)C)c1NC(=O)c1ccccc1	-1.4%	-4%	8%	1.6%	-0.8%	-18%	i	0.1	4%	6%
4	Cc1ccc(Cl)cc1NC(=O)c1cc(NC(=O)C2CCCCC2C(=O)O)ccc1N1CCOCC1 (centres undefined)	6.9%	-4%	1%	3.5%	-0.1%	-21%	i	3.0	-5%	-15%
5	O=[N+]([O-])c1ccc(COc2ncnc3ccccc23)cc1	-2.8%	-10%	8%	0.7%	-0.2%	-35%	i	0.2	16%	-9%
6	Cc1ccc(N(C(=O)c2ccco2)C2C=CS(=O)(=O)C2)cc1 (centres undefined)	-0.1%	11%	21%	-0.9%	-0.1%	-28%	i	0.4	6%	-21%
7	CC(=O)c1ccccc1NC(=O)COC(=O)CCCN1C(=O)c2cccc3cccc(c23)C1=O	0.1%	-6%	17%	1.0%	-0.3%	-13%	i	0.2	9%	7%
8	Cc1cc(Br)cc(Cl)c1OC(=O)c1cnccn1	-3.9%	9%	-1%	-0.2%	1.0%	-28%	i	0.0	-2%	-5%
9	O=C(CCc1nnc(-c2ccc3c(c2)OCO3)o1)NCCc1ccccc1F	-0.4%	6%	4%	1.5%	-0.2%	-32%	i	0.0	6%	-8%
10	COc1cc(CC(=O)Nc2sc3c(c2C(N)=O)CCCC3)cc(OC)c1OC	-1.4%	11%	47%	0.5%	-0.2%	14%	i	0.1	4%	-36%
11	CC(C)(O)C(=O)NN(C(=O)c1ccccc1)c1ccc2ccccc2c1	-2.0%	9%	8%	-1.2%	0.2%	4%	i	0.8	5%	-8%
12	COc1cccc(/C=C/C(=O)c2cccc([N+](=O)[O-])c2)c1OC	0.8%	-12%	3%	-1.1%	-0.1%	-23%	i	0.4	-5%	8%[20 µM]
13	CC(NC(=O)CSc1nc2ccccc2c(=O)n1CCCO)c1ccccc1 (centres undefined)	-3.1%	16%	-4%	-0.8%	-0.2%	-18%	i	6.6	5%	24%
14	COc1cccc(N2CCN(C(=O)CN(C)S(=O)(=O)c3ccc4c(c3)c(=O)n(C)c(=O)n4C)CC2)c1	-5.8%	2%	-2%	-0.9%	-0.4%	-1%	i	0.3	-7%	0%
15	CCOC(=O)C1CCN(c2ncnc3c2c(-c2ccccc2)cn3-c2ccccc2)CC1	3.1%	-16%	14%	-0.5%	0.1%	1%	i	0.3	13%	14%
16	CC(C)CCNC(=O)CNC(=O)c1cccs1	-7.3%	19%	8%	-2.0%	-0.1%	2%	i	5.8	-1%	1%
17	COC(=O)c1scc(C)c1-n1ccc(C(=O)C(=O)N(C)C)c1	-12%	9%	13%	1.4%	0.6%	-16%	i	0.0	12%	8%
18	Cc1cc(=O)[nH]c(SCc2ccc(Cl)cc2Cl)n1	5.8%	1%	5%	-1.5%	0.2%	18%	i	0.7	2%	-7%
19	O=C(CCN1C(=O)C2C3C=CC(C4CC34)C2C1=O)Oc1cccc2cccnc12 (centres undefined)	1.5%	15%	8%	0.8%	0.0%	-22%	i	5.8	4%	-25%
20	COc1ccc(NC(=O)COC(=O)Cn2cnc3ccccc3c2=O)cc1OC	-3.4%	5%	-3%	-1.9%	-0.1%	-12%	i	0.3	6%	12%
21	Cc1sc(NC(=O)Cn2cnnn2)nc1-c1ccc(Cl)cc1	-2.0%	-1%	1%	-2.4%	-0.3%	-31%	i	0.1	-4%	-33%
22	COC(=O)c1ccccc1C(=O)N(Cc1cccnc1)CC1CCCN(C2CCCCC2)C1 (centres undefined)	-1.8%	-5%	13%	-0.1%	0.6%	-1%	i	3.6	-4%	-38%
23	CCOc1ccc(CN2CCNC(=O)C2CC(=O)NC2CCOCC2)cc1 (centres undefined)	3.2%	3%	0%	1.8%	-0.1%	-31%	i	0.5	7%	-28%
24	COc1ccc(NC(=O)c2cc3ccccc3o2)cc1OC	-3.5%	-7%	-16%	-0.9%	-0.2%	-71%	i	0.8	2%	0%

One compound at a time (already shown). Screens in order: KOR beta-arrestin-1	GPR35 antagonists	NOD2 inhibition	HIV fusion peptide	GPR55 beta-arrestin	NOD1 inhibition	Myeloid diff MLP	Myeloid diff MLP GFP+ MAC1+ %	GPR55 antagonists	KOR beta-arrestin-2
Entry for `CC(NC(=O)CSc1nc2ccccc2c(=O)n1CCCO)c1ccccc1` (centres undefined) : -3.1%	16%	-4%	-0.8%	-0.2%	-18%	i	6.6	5%	24%
Entry for `Cc1cc(=O)[nH]c(SCc2ccc(Cl)cc2Cl)n1` : 5.8%	1%	5%	-1.5%	0.2%	18%	i	0.7	2%	-7%
Entry for `O=C(CCc1nnc(-c2ccc3c(c2)OCO3)o1)NCCc1ccccc1F` : -0.4%	6%	4%	1.5%	-0.2%	-32%	i	0.0	6%	-8%

Next section
no.	Molecule	KOR beta-arrestin-1	GPR35 antagonists	NOD2 inhibition	HIV fusion peptide	GPR55 beta-arrestin	NOD1 inhibition	Myeloid diff MLP	Myeloid diff MLP GFP+ MAC1+ %	GPR55 antagonists	KOR beta-arrestin-2
25	CC(=O)Nc1cccc(OCC(=O)Nc2ccc(F)cc2)c1	-2.2%	-18%	-17%	-0.9%	-0.1%	-18%	i	0.7	-2%	32%
26	COC(=O)CSc1cc(C(=O)c2nccn2C)c2ccccc2n1	-1.0%	0%	17%	-1.0%	-0.1%	15%	i	1.7	1%	21%
27	CCCCCC(=O)Nc1ccc(-c2nnc3n2CCCCC3)cc1	8.9%	1%	6%	-0.5%	0.0%	-12%	i	0.4	-17%	-45%
28	CC(C)n1c(=O)[nH]c2ccccc21	5.4%	9%	-8%	-1.5%	-0.2%	-15%	i	5.1	-1%	3%
29	CCCCCc1ccc(OCCCC[n+]2ccccc2)c(CCCCC)c1	4.0%	13%	2%	0.8%	1.1%	3%	i	0.0	-15%	-17%
30	COc1ccc(S(=O)(=O)c2c(N)n(Cc3ccco3)c3nc4ccccc4nc23)cc1	-0.8%	-1%	7%	9.2%	-0.2%	2%	+	1.5*	-2%	4%
31	COC(=O)c1ccc(CN2CCCC(C(=O)Nc3cccc(-n4cnnn4)c3)C2)cc1 (centres undefined)	2.3%	3%	17%	1.2%	-0.1%	10%	i	1.1	8%	-31%
32	Cc1ccc(C(=O)Nc2ccc(-c3csc(C)n3)cc2)cc1	-6.2%	3%	-44%	2.7%	0.1%	-54%	i	0.9	-4%	8%
33	Cc1ccc(C)c(NC(=S)N/N=C/C(C)c2ccccc2)c1 (centres undefined)	-5.4%	-4%	2%	-1.8%	-0.2%	-19%	i	1.1	4%	-15%
34	O=C(CCSCc1ccc(Cl)cc1)NCc1ccco1	0.9%	16%	4%	2.3%	0.1%	-19%	i	0.1	-2%	-9%
35	Cc1cc(C)n2nc(SCC(=O)c3c(N)n(CC(C)C)c(=O)n(C)c3=O)nc2n1	-2.9%	18%	13%	-1.9%	-0.2%	-9%	i	0.6	5%	10%
36	CCOc1ccc(-n2nnc3c(=O)n(CC(=O)NCc4ccco4)cnc32)cc1	-0.6%	-3%	-4%	1.3%	0.1%	-8%	i	0.1	2%	35%
37	O=C(CN1C(=O)c2ccccc2C1=O)Nc1sc2c(c1C(=O)NCC1CCCO1)CCC2 (centres undefined)	0.6%	4%	2%	1.6%	0.2%	-51%	i	2.0	4%	-27%
38	COc1cc(OC)cc(C(=O)NCC(=O)NC(C)CCc2ccccc2)c1 (centres undefined)	1.2%	-10%	16%	0.7%	-0.1%	6%	i	1.0	2%	-20%
39	COc1ccc(/C=N\NC(=O)c2ccccc2Br)cc1COc1c(F)c(F)cc(F)c1F	2.1%	-9%	38%	0.6%	0.2%	43%	i	0.5	-6%	-42%
40	Cc1nc2cc(NC(=O)c3ccc(Br)s3)ccc2s1	15%	6%	-94%	0.5%	0.6%	-42%	i	1.0	10%	-13%
41	CCC(C)NS(=O)(=O)c1ccc(NC(=O)C2CCCO2)cc1 (centres undefined)	-1.4%	10%	6%	0.7%	-0.1%	-24%	i	0.2	4%	-8%[20 µM]
42	O=C(O)c1ccccc1-c1cn2cc(Cl)ccc2n1	0.6%	3%	9%	0.4%	0.1%	-49%	i	0.4	9%	5%
43	O=C(Nc1ccc(Cl)cc1Cl)c1ccc(Br)o1	-2.9%	3%	-26%	0.4%	0.9%	-9%	i	0.4	-5%	2%
44	CS(=O)(=O)N(CC(=O)N1CCN(Cc2ccccc2)CC1)c1ccccc1F	-1.9%	-13%	-2%	1.2%	0.3%	-8%	i	0.6	9%	-39%[20 µM]
45	COc1ccccc1CNC(=O)C1CCCN(S(C)(=O)=O)C1 (centres undefined)	2.7%	-4%	-6%	1.5%	-0.2%	-29%	i	5.5	9%	-35%
46	O=C(c1cccc(Cl)c1)N1CCCC(c2ccc(Cl)cc2)=N1	2.1%	-14%	-5%	1.5%	-0.1%	-19%	i	1.0	8%	-7%
47	CC(=O)N1c2ccc(S(=O)(=O)N3CCC(C(=O)N4CCCC(C)C4)CC3)cc2CC1C (centres undefined)	-6.8%	-22%	25%	-0.7%	-0.1%	-8%	i	1.4	5%	-7%
48	C/C(=N\N=c1/sc2ccccc2n1C)c1ccc(N2CCOCC2)cc1	-0.7%	-4%	-28%	1.8%	0.2%	-46%	i	0.2	11%	-1%
49	Cc1ccccc1NC(=O)/C(C#N)=C\c1cn(CC(=O)O)c2ccccc12	.	-2%	17%	1.3%	0.6%	-26%	i	0.3	0%	-6%[20 µM]
50	COc1cccc(/C=N/Nc2nc(-c3cccnc3)nc3ccccc23)c1	-1.5%	-6%	8%	131%	-0.1%	-3%	i	0.2	-2%	-8%
51	N#C/C(=C\Nc1ccc(F)c(Cl)c1)C(=O)C1CC1	3.7%	-9%	22%	0.5%	0.2%	2%	i	0.7	-7%	-1%
52	O=C(CSc1nnc(COc2ccccc2)n1-c1ccccc1)c1cccs1	-1.8%	9%	3%	-1.4%	0.2%	-20%	i	0.8	-10%	21%
53	NC(=O)C1CC(=O)N(c2ccc(OCc3ccccc3Cl)cc2)C1 (centres undefined)	.	-7%	-22%	1.4%	-0.1%	-42%	i	0.6	8%	-25%[20 µM]
54	O=C(N/N=C1\NC(=O)C(CO)(CO)S1)c1ccccc1	3.7%	-7%	1%	1.2%	-0.2%	-6%	i	0.7	21%	-5%
55	COc1ccc(N2C(=O)CC(c3ccc(OC(C)C)cc3)C2=O)cc1 (centres undefined)	-2.4%	26%	-1%	2.3%	-0.1%	-8%	i	2.0	0%	-20%
